# Screens (PubChem)
# GDH-TPI counter: counter-screen for M. tuberculosis FBA inhibitors: GDH-TPI coupled enzymes; GDH-TPI coupled enzyme counterscreen, NADH absorbance; inhibition, % at 4.8 µM; hit rate 1.2% among 360,000; AID 588335;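 note: 0% = DMSO wells and 100% = wells lacking the enzyme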
# Rv3671c protease: Rv3671c (M. tuberculosis) protease inhibition | hit rate 0.048% among 320,000 | inhibition, % at 5.96 µM; in the data active = inhibition above about 38%;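 note: extracellular domain of Rv3671c used as enzyme; 0% = enzyme with DMSO and 100% = no enzyme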
# Target sequence (P9WHR9 whole entry, looked up, the tested form may be a part): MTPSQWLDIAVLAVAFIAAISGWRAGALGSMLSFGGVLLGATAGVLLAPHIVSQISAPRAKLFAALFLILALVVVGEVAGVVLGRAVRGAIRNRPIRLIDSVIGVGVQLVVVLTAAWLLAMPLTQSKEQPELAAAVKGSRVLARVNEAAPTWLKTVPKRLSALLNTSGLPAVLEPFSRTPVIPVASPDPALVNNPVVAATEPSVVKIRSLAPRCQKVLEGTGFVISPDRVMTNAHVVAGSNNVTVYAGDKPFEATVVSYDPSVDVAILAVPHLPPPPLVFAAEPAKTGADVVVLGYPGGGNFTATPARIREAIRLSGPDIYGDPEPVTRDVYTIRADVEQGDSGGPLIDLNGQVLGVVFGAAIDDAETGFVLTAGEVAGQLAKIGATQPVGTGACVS
# CCHFV vOTU inh: blocks the CCHF virus ovarian tumor domain protease; CCHFV vOTU protease, Pep-AMC fluorescence; inhibition, % at 11.5 µM; hit rate 0.55% among 370,000; AID 651958; note: 0% = vehicle wells with enzyme and 100% = no enzyme wells
# MazF activator: MazEF (E. coli) toxin RNase activation | P0AE70 | FAM/BHQ RNA-DNA oligo cleavage fluorescence, 5 h | activation, % at 20 µM | hit rate 0.32% among 350,000 | AID 504720; in the data active = activation above about 50%
# FadD28 FP inh: M. tuberculosis FadD28 bisubstrate binding inhibition; FadD28 bisubstrate probe binding, fluorescence polarization; inhibition, % at 12.5 µM; hit rate 0.22% among 360,000; in the data active = inhibition above about 8.5%, passing the limit was not always enough; inconclusive = no clear call, values can overlap the other calls
# UGM FP inh: Mtb UDP-galactopyranose mutase inhibition. P9WIQ1. inhibition, % at 10 µM. purified UGM, fluorescence polarization probe displacement. hit rate 0.06% among 320,000. AID 504406; in the data active = inhibition above about 10%, passing the limit was not always enough; inconclusive = no clear call, values can overlap the other calls
# BoNT F protease: blocks Botulinum neurotoxin F light chain protease; Multiplex microsphere protease cleavage assay, flow cytometry; inhibition, % at 10 µM; hit rate 0.22% among 360,000; in the data active = inhibition above about 35%, passing the limit was not always enough; inconclusive = no clear call, values can overlap the other calls; note: plate controls were buffer without enzyme for full effect and enzyme alone for no effect
# BioA inh: blocks M. tuberculosis BioA enzyme activity; inhibition, % at 9.99 µM; hit rate 0.096% among 360,000; AID 602481; purified M. tuberculosis BioA enzyme, plate reader; in the data active = inhibition above about 40%; inconclusive = no clear call, values can overlap the other calls
# Mtb FBA inh: inhibitors of M. tuberculosis fructose-bisphosphate aldolase | inhibition, % at 1 µM | AID 588726 | P9WQA3 | hit rate 2.3% among 360,000 | purified M. tuberculosis FBA, fluorescence read-out; in the data active = inhibition above about 27%;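 note: 0% = vehicle and 100% = reference inhibitor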
# Target sequence (P9WQA3 whole entry, looked up): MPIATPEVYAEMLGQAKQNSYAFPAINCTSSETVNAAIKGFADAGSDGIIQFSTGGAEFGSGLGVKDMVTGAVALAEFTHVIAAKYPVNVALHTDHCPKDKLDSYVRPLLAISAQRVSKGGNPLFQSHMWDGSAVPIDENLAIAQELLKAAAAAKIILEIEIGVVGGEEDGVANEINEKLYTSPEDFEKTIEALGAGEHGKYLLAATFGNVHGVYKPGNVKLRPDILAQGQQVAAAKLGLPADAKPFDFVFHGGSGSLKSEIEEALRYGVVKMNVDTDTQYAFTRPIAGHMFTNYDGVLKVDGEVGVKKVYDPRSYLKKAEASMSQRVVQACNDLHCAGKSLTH
# DUSP3 inh: blocks human VHR1 dual specificity phosphatase; P51452; recombinant VHR phosphatase, pNPP absorbance; hit rate 0.52% among 290,000; inhibition, % at 13.3 µM; in the data active = inhibition above about 50%; note: some compounds called inactive have numbers as strong as hits
# Target sequence (P51452 whole entry, looked up): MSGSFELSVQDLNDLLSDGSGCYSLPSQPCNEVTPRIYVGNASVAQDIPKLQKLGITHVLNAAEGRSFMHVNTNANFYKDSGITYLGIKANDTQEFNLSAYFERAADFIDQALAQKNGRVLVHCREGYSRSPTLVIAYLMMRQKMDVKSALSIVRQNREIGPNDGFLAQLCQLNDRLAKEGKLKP
# * = called active by the depositor; ? = inconclusive; . = no result given. Cut-off read from the data, not from the text of the source, unless noted: active = inhibition above about 30%; inactive = the rest.
SMILES,GDH-TPI counter,Rv3671c protease,CCHFV vOTU inh,MazF activator,FadD28 FP inh,UGM FP inh,BoNT F protease,BioA inh,Mtb FBA inh,DUSP3 inh
Cc1ccc(NC(=O)CCn2c(=O)oc3ccccc32)cc1,-7,2,5,2,-1.0,1.7,-18,2.5,-3,19
Cc1cc(C)c(N)cc1C,6,3,-7,5,1.0,1.6,0,-1.1,-2,.
O=C(c1ccco1)N1CCN(C(=O)c2cnn3cccnc23)CC1,-2,-1,-7,-2,0.2,2.2,-3,-3.8,3,14
O=S(=O)(NCc1ccc2c(c1)OCO2)c1cccc2cccnc12,3,3,10,3,-5.4,-2.3,-1,-1.9,0,7
CC1CCc2nn(CC(=O)NCCC3=CCCCC3)cc2C1 (stereo not given),-8,3,17,4,-1.7,2.1,-3,-0.2,3,19
CCCCCCCCOc1ccc(C(=O)O)cc1,6,4,6,4,0.6,1.2,-9,1.4,3,.
Cc1ccc(N2CC(C(=O)Nc3nnc(SCc4cccnc4)s3)CC2=O)cc1 (stereo not given),-4,-3,-9,5,3.0,?,6,0.5,-3,19
CC1CC(C)CN(S(=O)(=O)c2cccc3nonc23)C1 (stereo not given),5,-5,2,-8,0.9,2.1,-10,-0.7,4,-4
CC(NC(=O)Cc1ccc(S(=O)(=O)N2CCOCC2)s1)c1ccc(Cl)cc1Cl (stereo not given),-3,5,1,3,-7.1,-1.2,11,1.0,0,10
COc1ccc2oc(=O)c(C(=O)Nc3cccc(C)c3)cc2c1,-6,-5,-6,-2,0.6,2.4,-6,.,-4,22
Cc1cccc(NC(=S)NCCC(c2ccccc2)c2ccccc2)c1,6,-67,-6,2,-0.9,-0.4,-8,.,-1,-3
COc1ccc(Br)cc1S(=O)(=O)N1CCOCC1,3,-1,12,3,-3.1,1.2,6,-1.8,5,-5
c1cn2c(NC3CCCC3)c(-c3ccc(N4CCOCC4)cc3)nc2cn1,18,7,16,6,-3.9,-1.5,-13,-0.8,1,9
COc1cc(OC)cc(C(=O)NCC(=O)NCC(c2ccco2)N2CCCCC2)c1 (stereo not given),13,4,1,-3,-1.2,1.4,-10,7.7,5,.
O=C(CCSc1ccccc1)NC(=O)COC(=O)c1ccc(OC(F)F)cc1,3,-8,2,-2,0.3,2.4,0,.,-2,13
Cc1c(Cl)c([N+](=O)[O-])nn1Cc1ccc(C(=O)NN)o1,11,-10,-8,6,-0.7,0.1,.,1.4,0,4
O=C(Nc1nc(-c2ccco2)c(-c2ccco2)s1)c1ccc(F)cc1F,14,.,13,-6,2.1,.,14,-1.7,0,.
CCOC(=O)c1c(C)[nH]c(C(=O)CN2C(=O)NC3(CCCC3)C2=O)c1C,4,9,6,0,-0.1,-2.5,2,.,-1,21
O=C(/C=C/c1cccc(Cl)c1)NCc1ccccc1,1,-4,-8,1,0.2,-0.7,-5,.,4,-14
O=C(COC(=O)c1ccc2c(c1)OCO2)NC1CCS(=O)(=O)C1 (stereo not given),1,8,0,3,-0.1,-4.1,2,-0.3,4,3

# Single entries from the results shown.
# `CC1CC(C)CN(S(=O)(=O)c2cccc3nonc23)C1` (stereo not given) – CCHFV vOTU inh: 2
# `CC(NC(=O)Cc1ccc(S(=O)(=O)N2CCOCC2)s1)c1ccc(Cl)cc1Cl` (stereo not given) – CCHFV vOTU inh: 1

# 6 consecutive compounds out of the list so far, for reference:
SMILES,GDH-TPI counter,Rv3671c protease,CCHFV vOTU inh,MazF activator,FadD28 FP inh,UGM FP inh,BoNT F protease,BioA inh,Mtb FBA inh,DUSP3 inh
CC(NC(=O)Cc1ccc(S(=O)(=O)N2CCOCC2)s1)c1ccc(Cl)cc1Cl (stereo not given),-3,5,1,3,-7.1,-1.2,11,1.0,0,10
COc1ccc2oc(=O)c(C(=O)Nc3cccc(C)c3)cc2c1,-6,-5,-6,-2,0.6,2.4,-6,.,-4,22
Cc1cccc(NC(=S)NCCC(c2ccccc2)c2ccccc2)c1,6,-67,-6,2,-0.9,-0.4,-8,.,-1,-3
COc1ccc(Br)cc1S(=O)(=O)N1CCOCC1,3,-1,12,3,-3.1,1.2,6,-1.8,5,-5
c1cn2c(NC3CCCC3)c(-c3ccc(N4CCOCC4)cc3)nc2cn1,18,7,16,6,-3.9,-1.5,-13,-0.8,1,9
COc1cc(OC)cc(C(=O)NCC(=O)NCC(c2ccco2)N2CCCCC2)c1 (stereo not given),13,4,1,-3,-1.2,1.4,-10,7.7,5,.

# Some of the entries above, reformatted:
SMILES: CC(NC(=O)Cc1ccc(S(=O)(=O)N2CCOCC2)s1)c1ccc(Cl)cc1Cl (stereo not given)
  GDH-TPI counter = -3; Rv3671c protease = 5; CCHFV vOTU inh = 1; MazF activator = 3; FadD28 FP inh = -7.1; UGM FP inh = -1.2; BoNT F protease = 11; BioA inh = 1.0; Mtb FBA inh = 0; DUSP3 inh = 10

SMILES: COc1ccc2oc(=O)c(C(=O)Nc3cccc(C)c3)cc2c1
  GDH-TPI counter = -6; Rv3671c protease = -5; CCHFV vOTU inh = -6; MazF activator = -2; FadD28 FP inh = 0.6; UGM FP inh = 2.4; BoNT F protease = -6; BioA inh = .; Mtb FBA inh = -4; DUSP3 inh = 22

# Next structures follow.
SMILES,GDH-TPI counter,Rv3671c protease,CCHFV vOTU inh,MazF activator,FadD28 FP inh,UGM FP inh,BoNT F protease,BioA inh,Mtb FBA inh,DUSP3 inh
COC(=O)C[C@@H]1C[C@H]2c3cc(NC(=O)C4CCC4)ccc3O[C@H]2[C@@H](CO)O1,11,.,-4,2,-0.2,.,-5,0.2,1,.
COC1=C(C)C(O)=C(C(=O)/C=C/c2ccccc2)C(=O)C1(C)C,13,-4,6,-6,-1.3,1.7,3,-2.1,-2,0
CC(C)(C)NC(=O)c1cccc(NC(=O)c2ccc3c(c2)C(=O)N(C(C)(C)C)C3=O)c1,-6,-7,5,16,-0.8,-0.3,?,-0.1,4,9
FC(F)(F)c1cccc(N2CCN(CC3CC=CCC3)CC2)c1 (stereo not given),-11,7,6,0,-5.4,0.6,-6,-0.6,2,10
O=C(Nc1cccc(-c2csc(Nc3ccc(Cl)cc3)n2)c1)c1ccccc1,19,-31,2,-15,-1.4,-2.2,4,-6.1,0,19
CC(=O)Nc1ccc(CN2CCN(CCC(C)C)C(CCO)C2)cc1 (stereo not given),3,-1,-13,4,-0.3,1.4,-11,0.9,12,18
CCCc1cc(=O)[nH]c(SCc2cc(=O)oc3c(C)c(C)ccc23)n1,12,10,-8,0,-0.9,-1.2,5,-1.4,-1,-8
COc1ccc(OCC(=O)Nc2ncc3c(n2)CC(C)(C)CC3=O)cc1,15,0,-1,2,-1.0,1.1,-4,-11,4,25
Cc1ccc2nc(SCC(=O)N3CCN(C(=O)c4ccco4)CC3)[nH]c2c1,-2,-3,-4,-22,-0.3,-1.0,-5,5.3,5,-2
CC(=O)Nc1ccc(S(=O)(=O)NCC(=O)NCCc2ccc(S(N)(=O)=O)cc2)cc1,-1,-13,-9,-2,-2.4,1.5,1,4.4,-2,-7
NC(=NCc1ccco1)NC(=O)c1ccc(Cl)cc1,-4,-7,0,12,.,0.9,-2,.,-1,7
COc1ccccc1CNC(=O)C1CC(c2ccccc2[N+](=O)[O-])=NO1 (stereo not given),8,4,3,6,-0.9,1.2,-8,-2.3,5,13
O=C(COC(=O)CNS(=O)(=O)c1ccc(F)c(F)c1F)NCCc1ccccc1,5,-1,-4,-5,-3.1,5.5,-4,-0.5,-2,-3
COC(=O)c1ccc(OC(=O)CCN2c3ccccc3Sc3ccccc32)cc1,1,2,13,-16,0.6,-1.5,-3,.,2,3
CCCn1c(N)c(C(=O)COC(=O)c2cccc(S(=O)(=O)N3CCOCC3)c2)c(=O)[nH]c1=O,-1,-10,19,2,-0.4,3.8,2,-0.2,-2,.
CN(C)C=NC(=O)/C(C#N)=C/c1ccccc1,5,-13,12,-6,-1.3,-2.5,-2,.,2,11
CCSc1nnc(NC(=O)COc2cccc3ccccc23)s1,12,11,-4,-8,-1.2,1.6,-1,-1.8,2,-25
CCOc1ccc(S(=O)(=O)NN=C2CCN(C(C)=O)CC2)cc1,14,0,1,4,-3.0,3.6,-8,-0.2,1,12
Cc1cc(C(=O)N2CCCC(C(=O)c3cccc(C(F)(F)F)c3)C2)nc(C)n1 (stereo not given),1,7,0,9,-3.6,6.2,-4,0.9,-4,-22
Cc1ccc(C(=O)Nc2sc(C)c(-c3ccccc3)c2C(N)=O)cc1[N+](=O)[O-],-2,-3,3,-16,-4.7,-0.4,-11,-0.7,-1,1
CSCCC(NC(=O)c1ccc(Cl)cc1)C(=O)OCC(=O)Nc1cc(Cl)ccc1C (stereo not given),-4,-5,-2,-2,-1.1,1.2,-6,-1.6,0,21
CC(=O)c1c(C)[nH]c(C(=O)Nc2ccccc2N2CCOCC2)c1C,8,-7,3,5,-2.5,-1.0,-1,1.1,1,22
COc1cc(OC)cc(C(=O)Nc2cc(C)on2)c1,6,2,-5,7,-1.1,2.1,-22,-0.9,1,11
CC1=C(c2ccc(C)cc2)S(=O)(=O)N(CC(=O)O)C1=O,-5,1,0,3,-0.4,1.1,-4,-0.6,1,22
CCCCN(C(=O)C1CCC1)c1c(N)n(CC(C)C)c(=O)[nH]c1=O,-2,-9,-18,0,-0.1,3.6,.,.,1,.
O=C(Cn1c(=O)oc2cc(S(=O)(=O)N3CCCC3)ccc21)N1CCN(C2CCCCC2)CC1,9,0,-2,3,-2.8,-1.4,-1,2.2,-2,29
C#Cc1ccc([C@H]2C=C(C(=O)OCC=C)O[C@@H](OCc3ccc(CO)cc3)C2)cc1,1,-15,-1,-1,-5.2,3.3,0,-2.1,-2,.
Nc1n[nH]c2ccccc12,1,-5,11,2,-3.6,-1.4,-4,.,4,32
COc1cc(C(CCN2CCN(c3ccccc3)CC2)c2c(OC)cc(OC)c3ccc(=O)oc23)cc(OC)c1OC (stereo not given),9,-2,-4,8,-0.8,-1.3,-2,-1.3,1,26
CC(C)C[C@H](NC(=O)c1[nH]cnc1C(=O)N[C@H](C)c1ccccc1)C(=O)OC(C)(C)C,-13,-2,24,2,-3.4,-3.7,-9,0.6,-4,21
O=C(CN1C(=O)NC2(CCCC2)C1=O)c1ccc(Cl)s1,2,5,-3,1,-5.3,1.3,-2,.,-2,.
Cc1ccc(N(CCC#N)C(=O)CSc2ccc3c(c2)OCCO3)cc1,0,-6,1,-5,-2.5,0.4,-7,.,1,17
CN1CCN(NC(=O)c2cc(-c3cccc(Cl)c3)nc3ccccc23)CC1,5,11,11,3,-3.0,0.8,-2,.,0,8
CCCC(=O)c1ccc(-c2ccccc2)cc1,4,-22,11,-1,-2.7,0.0,10,.,0,3
CC(=O)Nc1ccc(S(=O)(=O)NC2(C(F)(F)F)NC(=O)N(c3ccc(Cl)cc3)C2=O)cc1 (stereo not given),10,10,2,3,-1.8,0.7,5,.,-1,20
CCOc1cc(NC(=S)Nc2cccc(OC)c2)c(OCC)cc1NC(=O)c1ccc(C)cc1,10,4,-8,9,-1.0,1.7,-3,-0.9,1,27
C=C1CCC[C@]2(C)C[C@H]3OC(=O)C(CN4CCOCC4)[C@H]3C[C@@H]12 (stereo not given in full),0,-6,-7,8,-3.2,-0.1,-13,-0.3,-2,-15
COc1c(Cl)cc(Cl)cc1C(=O)Nc1ccccc1N1CCN(C(C)=O)CC1,-7,9,4,9,-2.2,1.9,-3,.,2,.
O=C(COC(=O)CCC(=O)N1CCOCC1)Nc1ccc(Br)cc1Br,10,10,8,7,-1.0,6.3,7,-0.4,2,.
